GAA glycogen: inhibitors or activators of human alpha-glucosidase glycogen cleavage | recombinant GAA, glycogen substrate, Amplex Red glucose oxidase fluorescence | Potency, µM (top dose mostly 76.4 µM), without a hit: at the top dose activity change, negative = inhibition, most hits filed as inhibitors | P10253 | 300,000 tested, 0.38% active;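 note: potency is the fitted concentration of half-maximal effect; 0% = full enzyme reaction and -100% = no-enzyme basal signal; the screen sought inhibitors and activators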
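Recombinant human alpha-glucosidase (4 nM final) hydrolysed bovine liver glycogen (30 ug) for 40 min at 37 C in pH 5.0 citrate/phosphate with 0.01% Tween-20. Released glucose detected by glucose oxidase/Amplex Red, Ex 573/Em 610 nm. Compounds up to 77 uM; AC50 from Hill fits.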
Lamin A splicing: modulators of lamin A splicing | 200,000 tested, 0.01% active | AID 1487 | HeLa LMNA splicing GFP/RFP minigene ratio, 48 h | Potency, µM (doses to about 46.1 µM), without a hit: at the highest dose ratio change, negative = inhibition, usual class: inhibitors; active = well fitted inhibition curve with a large enough effect in the signal ratio, with a control signal flat, not every such curve was filed as active; inconclusive = small, poorly fitted or top-dose-only effect, or effect the other way, or a change in a side signal; the % refers to the signal ratio; note: potency is the fitted concentration of half-maximal effect; % is set by controls: 0 for no effect and ±100 for the full control effect
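S3 HeLa cells stably expressing lamin A-EGFP splicing minigene plus DsRed2, 600 cells/well, 48 h compound exposure at 37C. Laser-scanning cytometry; analysed as GFP (500-530 nm)/RFP (575-640 nm) total intensity ratio; 0.5% DMSO vehicle.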
HttQ103 aggreg: inhibitors of mutant huntingtin aggregate formation in PC12 cells. PC12 HttQ103-GFP aggregates, Acumen cytometry, 40 h. Potency, µM (doses to about 46.1 µM), without a hit: top-dose activity change, negative = inhibition, most hits filed as inhibitors. 220,000 tested, 1.1% active. AID 1688; note: potency is the fitted concentration of half-maximal effect; % is set by controls: 0 for no effect and ±100 for the full control effect; nearly all actives have a fitted effect of over 60% in size
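Huntingtin Q103 exon 1–GFP aggregates in induced PC12 cells (100 nM tebufenozide) were quantified by cytometry from lysates, with compounds dosed in titration.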
HTT cytoprotect: protects HTT-Q103 PC12 cells, measured by ATP; PC12 HTT-Q103 induced, cytoprotection, ATP luminescence, 40 h; Potency, µM (highest dose often 56.4 µM), inactives show cytoprotection (ATP increase), most hits filed as activators; 230,000 tested, 0.14% active; AID 1471;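 note: potency is the fitted concentration of half-maximal effect; % of control where 0% means no effect; nearly all actives have a fitted effect of over 45% in size; toxic huntingtin expression switched on by the ecdysone agonist tebufenozide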
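Compounds added alongside 100 nM tebufenozide, which induces toxic Q103 huntingtin exon 1-GFP in stable PC12 cells; surviving cells quantified by luminescent ATP measurement. Medium: phenol red-free DMEM, 5% equine and 5% calf serum.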
CBFb RUNX1 block: inhibitors of human CBF-beta and RUNX1 interaction; Potency, µM (highest dose often 59.8 µM), without a hit: top-dose activity, negative = inhibition, hits mostly inhibitors; 230,000 tested, under 10 active; Q01196+Q13951; AlphaScreen CBFb-His/RUNX1-biotin binding, biochemical; note: % of control where 0% means no effect
Target sequence (Q01196 whole entry, looked up): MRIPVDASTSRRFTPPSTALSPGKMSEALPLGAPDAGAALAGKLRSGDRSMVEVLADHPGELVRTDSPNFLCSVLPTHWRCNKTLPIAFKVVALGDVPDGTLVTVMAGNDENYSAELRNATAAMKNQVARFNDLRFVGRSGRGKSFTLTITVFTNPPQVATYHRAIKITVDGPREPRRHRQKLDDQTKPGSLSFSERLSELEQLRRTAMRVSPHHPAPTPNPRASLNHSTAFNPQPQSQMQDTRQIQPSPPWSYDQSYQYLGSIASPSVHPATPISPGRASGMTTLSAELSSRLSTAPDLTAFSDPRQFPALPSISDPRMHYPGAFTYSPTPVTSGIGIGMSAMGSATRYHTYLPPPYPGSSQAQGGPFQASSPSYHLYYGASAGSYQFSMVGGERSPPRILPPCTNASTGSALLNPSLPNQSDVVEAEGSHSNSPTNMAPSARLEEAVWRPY
Target sequence (Q13951 whole entry, looked up): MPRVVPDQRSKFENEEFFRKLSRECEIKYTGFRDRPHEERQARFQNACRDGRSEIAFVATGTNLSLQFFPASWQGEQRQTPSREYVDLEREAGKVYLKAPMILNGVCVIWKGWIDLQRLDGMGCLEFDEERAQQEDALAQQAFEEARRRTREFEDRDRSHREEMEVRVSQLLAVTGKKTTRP
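His-tagged CBF-beta and biotinylated RUNX1 (30 nM each) were premixed 20 min at room temperature, exposed to compound for 15 min, then given nickel-chelate and streptavidin AlphaScreen beads (50 ng each). After 90 min, AlphaScreen signal was read.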
GAA inhib: alpha-glucosidase (human) inhibition; P10253; purified human GAA, 4-MU-alpha-glucoside fluorescence; Potency, µM (doses to about 76.9 µM), for the others: at the highest dose activity change, negative = inhibition, hits mostly inhibitors; 200,000 tested, 0.005% active;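 note: potency is the fitted concentration of half-maximal effect; plate controls were uninhibited enzyme wells for no effect and no-enzyme background for full effect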
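Human enzyme at 4 nM with 400 uM 4-methylumbelliferyl-alpha-D-pyranoside, citrate/phosphate buffer pH 5.0, 0.005% Tween-20, 20 min at room temperature. Compounds up to 77 uM. 4-MU fluorescence (Ex 365/Em 440) read after NaOH/glycine stop; AC50 from Hill fit.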
aGlu spleen mod: inhibits or activates alpha-glucosidase in human spleen homogenate | human spleen homogenate, 4-MU-alpha-glucoside fluorescence | Potency, µM (series often up to 79.9 µM), inactives show top-dose activity change, negative = inhibition, hits mostly inhibitors | 240,000 tested, 0.006% active;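 note: potency is the fitted concentration of half-maximal effect; 0% = enzyme with vehicle and -100% = no enzyme basal signal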
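Compounds were titrated against alpha-glucosidase in spleen homogenate at pH 5.0, with 1 mM 4-methylumbelliferyl substrate for 40 min at 37 C. Reactions were quenched with pH 10 NaOH/glycine and fluorescence measured.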
* marks the source's active call; other numbers are inactive results; ? = inconclusive; / = no result given; [ ] = another dose, or the depositor's remark. Unless noted, calls come from the whole dose curve; as a rule, active = well fitted curve in the direction sought with a large enough effect; inconclusive = small, poorly fitted or top-dose-only effect, or another doubt; inactive = no such curve, though single readings can be large; an effect the other way counts as inactive or inconclusive. Compounds were not picked by outcome, and some 1.5% of all compounds hit somewhere here.

SMILES	GAA glycogen	Lamin A splicing	HttQ103 aggreg	HTT cytoprotect	CBFb RUNX1 block	GAA inhib	aGlu spleen mod
COC(=O)c1ccccc1NC(=O)c1noc2c1CC(C(C)(C)C)CC2 (stereo not drawn)	3%	4%	-8%	-14%	9%	?	5%
CCc1c(C)sc(NC(=O)CSc2nc3c(c(C(F)(F)F)n2)CCc2ccccc2-3)c1C#N	-1%	3%	-10%	-1%[10 µM]	10%	4%	-10%
FC(F)Oc1ccc(NC(=S)NCCc2ccccn2)cc1	-4%	/	-3%	-21%	-1%	0%	-1%
O=C(OCc1cc([N+](=O)[O-])cc2c1OCOC2)c1ccc2ccccc2n1	-8%	?	8%	1%	9%	-3%	1%
Cc1ccccc1NS(=O)(=O)c1ccc(OCC(=O)N2CCCC2)cc1	2%	6%	-1%	3%	-7%	4%	1%
NC(=O)NC(=O)COC(=O)/C=C/c1cccc(Br)c1	1%	/	3%	7%	1%	9%	-4%
COC(=O)c1c(NC(=O)c2nc3ccccc3s2)sc2c1CC(C)(C)NC2(C)C	-8%	/	14%[9.22 µM]	-13%[10 µM]	3%	/	2%
CCn1ncc([N+](=O)[O-])c1C(=O)Nc1nc2cccc(C)c2s1	-8%	23%[46 µM]	0%[9.22 µM]	32%[10 µM]	-3%	9%	-8%
CCCCC(=O)Nc1nnc(SCC(=O)NC2CCCC2)s1	4%	-1%	5%	8%	-2%	6%	0%
CCOC(=O)c1c(C)c(-c2ccccc2)n(CC(=O)N2CCN(C)CC2)c1C	11%	-5%	0%	-4%	-2%	2%	2%
COc1ccc(/C=C(/NC(=O)c2ccccc2)C(=O)NC2CCS(=O)(=O)C2)cc1 (stereo not drawn)	7%	2%	-12%	16%[10 µM]	-15%	-12%	6%
COC(=O)Cc1cc(=O)n2[nH]c(C)c(-c3ccccc3)c2n1	-14%	0%	-19%	-10%	-9%	10%	-6%

One compound at a time, as listed above. Values in the order: GAA glycogen	Lamin A splicing	HttQ103 aggreg	HTT cytoprotect	CBFb RUNX1 block	GAA inhib	aGlu spleen mod
`CCc1c(C)sc(NC(=O)CSc2nc3c(c(C(F)(F)F)n2)CCc2ccccc2-3)c1C#N` across the screens: -1%	3%	-10%	-1%[10 µM]	10%	4%	-10%
`CCOC(=O)c1c(C)c(-c2ccccc2)n(CC(=O)N2CCN(C)CC2)c1C` across the screens: 11%	-5%	0%	-4%	-2%	2%	2%

Later entries
SMILES	GAA glycogen	Lamin A splicing	HttQ103 aggreg	HTT cytoprotect	CBFb RUNX1 block	GAA inhib	aGlu spleen mod
Cc1cccc(NC(=S)N2CCC(N(C)CC3CCCO3)CC2)c1C (stereo not drawn)	-1%	-4%	-9%	4%	2%	4%	-1%
COc1cc(-c2cc(N)n(S(=O)(=O)c3ccccc3)n2)cc(OC)c1OC	4%	-21%	5%	-59%[inhibitor]	-3%	-5%	-6%
c1cc2c3c(cccc3c1)NC1(CCC3(CC1)Nc1cccc4cccc(c14)N3)N2	?	/	8%[9.22 µM]	-3%[10 µM]	?	6%	11%
Cc1cc(Br)ccc1NC(=O)CNC(=O)CN1C(=O)NC2(CCCCCC2)C1=O	-10%	-2%	-1%	4%	2%	-8%	1%
CCOC(=O)C1CSC(Cc2ccc(OCc3ccc([N+](=O)[O-])cc3)cc2)N1 (stereo not drawn)	/	/	/	-86%[inhibitor]	-1%	/	6%
Cn1c(-c2ccc(Br)o2)nc2ccccc21	0%	1%	-9%	-96%[inhibitor]	0%	2%	6%
CC1(C(=O)O)COC(c2ccc([N+](=O)[O-])cc2)OC1 (stereo not drawn)	2%	-6%	-1%	10%	8%	-11%	1%
C=CCn1c(=NC(=O)C2CC2)sc2cc(NC(C)=O)ccc21	-18%	-6%	-5%	-34%	-5%	-1%	-2%
CN1C(=O)c2ccc(NC(=O)c3c(F)c(F)c(F)c(F)c3F)cc2C1=O	0%	0%	14%	9%[1.9 µM]	3%	-9%	3%
CCOC(=O)c1[nH]nc2c1C(=O)N(CC)C2=O	5%	4%	17%	1%	3%	5%	1%
CCOC(=O)N1CCC(NC(=O)C2CCCN(S(C)(=O)=O)C2)CC1 (stereo not drawn)	5%	-1%	-2%	-22%	-2%	-3%	0%
CCC(C(=O)Nc1nc(C)cs1)c1ccccc1 (stereo not drawn)	1%	9%	-17%	-9%	0%	0%	-5%
CCCCOc1ncnc2c1[nH]c1ccc(C)cc12	-8%	/	-15%[9.22 µM]	-9%[10 µM]	0%	?	-2%
CC(=O)Nc1ccc(C(=O)OCC(=O)NC2CCCCCCC2)cc1	-3%	16%[46 µM]	-12%	-15%	11%	?	8%
Cc1c(-c2ccccc2)[n+](=O)c(-c2ccc(Cl)cc2)c(C)n1[O-]	16%	14%[46 µM]	6%[9.22 µM]	-33%[inhibitor]	-6%	15%	2%
Cc1ccc(S(=O)(=O)Nc2cccc(Cl)c2)cc1NC(=O)c1cccnc1	1%	-17%[46 µM]	-4%	-41%[inhibitor]	7%	?	-2%
CNC(=O)c1csc(Cc2c(Cl)sc3ccc(Cl)cc23)n1	-11%	/	13%[9.22 µM]	8%[10 µM]	9%	/	-3%
COC(=O)c1cccc(NC(=O)CSc2nc(C)cc(=O)[nH]2)c1	5%	-2%	0%	6%	10%	-4%	-5%
COc1cc(NC(=O)c2ccccc2C)c(OC)cc1NC(=O)CN1CCOCC1	-8%	6%[46 µM]	-5%[9.22 µM]	8%[10 µM]	-7%	-2%	11%
CC1CCN(S(=O)(=O)c2ccc(NC(=O)CN3CCN(C)CC3)cc2)CC1	0%	-6%	24%	-9%[10 µM]	9%	3%	-7%
O=C(Cn1cc(C(F)(F)F)ccc1=O)N/N=C/c1ccc(Cl)cc1	1%	-15%	1%	4%[10 µM]	8%	1%	1%
Nc1ccc(C(O)(C(F)(F)F)C(F)(F)F)cc1	-10%	1%	-14%	-13%	1%	-2%	-4%
O=C1CN(S(=O)(=O)c2ccccc2)CCN1S(=O)(=O)c1ccccc1	12%	2%	-4%	14%[10 µM]	7%	-4%	-10%
COc1cccc(C(=O)/C=C/c2ccc(SC)cc2)c1	2%	?	-17%	-18%	-7%	-2%	1%

An excerpt from above in order of formula weight, low to high.
SMILES	GAA glycogen	Lamin A splicing	HttQ103 aggreg	HTT cytoprotect	CBFb RUNX1 block	GAA inhib	aGlu spleen mod
CCCCOc1ncnc2c1[nH]c1ccc(C)cc12	-8%	/	-15%[9.22 µM]	-9%[10 µM]	0%	?	-2%
COC(=O)c1cccc(NC(=O)CSc2nc(C)cc(=O)[nH]2)c1	5%	-2%	0%	6%	10%	-4%	-5%
CNC(=O)c1csc(Cc2c(Cl)sc3ccc(Cl)cc23)n1	-11%	/	13%[9.22 µM]	8%[10 µM]	9%	/	-3%
COc1cc(NC(=O)c2ccccc2C)c(OC)cc1NC(=O)CN1CCOCC1	-8%	6%[46 µM]	-5%[9.22 µM]	8%[10 µM]	-7%	-2%	11%

The listing continues.
SMILES	GAA glycogen	Lamin A splicing	HttQ103 aggreg	HTT cytoprotect	CBFb RUNX1 block	GAA inhib	aGlu spleen mod
COc1cc(/C=C2/CCCC(C(=O)C(F)(F)F)=C2O)ccc1O	?	/	-23%[9.22 µM]	5%[10 µM]	10%	/	1%
CC(=O)CC1=NC(C)(C)Cc2ccccc21	1%	/	-14%	23%	-11%	-12%	/
Cn1c(SCCC#N)nnc1-c1ccccc1F	5%	8%[46 µM]	-2%	14%[10 µM]	-5%	0%	-9%
O=C1NC(=Nc2ccccc2)c2ccc([N+](=O)[O-])cc21	0%	6%	2%	/	-1%	7%	6%
CN1CCN(C(=O)Nc2cccc(-c3ccccc3)c2)CC1	3%	/	-4%[9.22 µM]	6%[10 µM]	1%	/	-2%
CCc1ccc(C(C)NC(=O)/C=C/c2ccc(Br)cc2)cc1 (stereo not drawn)	2%	-8%	-21%	15%	5%	-10%	0%
CC(=O)NC1=NN(C(C)=O)C(C)(CCS(=O)(=O)c2ccc(Br)cc2)S1 (stereo not drawn)	-5%	-4%	?	0%[1.9 µM]	-5%	-3%	13%
COc1cc(NC(=O)c2ccc3snnc3c2)cc(OC)c1	2%	/	-12%[9.22 µM]	-13%[10 µM]	8%	/	-4%
Cc1ccc(-c2cc(-c3ccccc3)c(C#N)c(Br)n2)cc1	13%	-1%	-31%	8%[10 µM]	4%	1%	-4%
COc1ccc(S(=O)(=O)N2CC3C4C=CC(C4)C3C2)cc1 (stereo not drawn)	-25%	10%	-10%	12%	5%	-8%	-10%
COc1cc(/C=C(\C#N)C(=O)Nc2ccc(SC(F)F)cc2)cc(OC)c1OC	-2%	0%	-3%	1%	-2%	-5%	0%
COc1ccc2c(c1)C(=O)[C@H](OC(=O)Nc1cc(OC)c(OC)c(OC)c1)[C@@H](c1ccc(OC)c(Br)c1)O2	/	/	/	-17%	-14%	/	-3%
[O-][n+]1onc2c1CCc1c-2nn(-c2ccccc2Cl)[n+]1[O-]	16%	22%	11µM*	-62%[inhibitor]	-3%	-6%	4%
C[n+]1ccc(/C=C/c2cccs2)cc1	5%	/	0%[9.22 µM]	14%[10 µM]	4%	/	-3%

Reformatted with values under each structure: part of the list above
Results follow in this order: GAA glycogen	Lamin A splicing	HttQ103 aggreg	HTT cytoprotect	CBFb RUNX1 block	GAA inhib	aGlu spleen mod
- CCOC(=O)c1[nH]nc2c1C(=O)N(CC)C2=O
    5%	4%	17%	1%	3%	5%	1%
- CCOC(=O)N1CCC(NC(=O)C2CCCN(S(C)(=O)=O)C2)CC1 (stereo not drawn)
    5%	-1%	-2%	-22%	-2%	-3%	0%

Screening data from PubChem BioAssay.
